rCAG RNA binder – binds r(CAG) RNA repeats. r(CAG) RNA repeat, TO-PRO-1 dye displacement fluorescence. inhibition, % at 3 µM. hit rate 1.3% among 370,000. AID 651821;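 active = inhibition above the plate cutoff, the mean of all test compounds on that plate plus 3 SD, cut at about 35% in these data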;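 note: 0% = DMSO alone and 100% = 100 µM mitoxantrone as full dye displacement; higher means more dye released from RNA so lower well fluorescence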
GC-B act – GC-B (human) receptor activation. hit rate 0.11% among 370,000. HEK293-GC-B cells, CNP EC30, cGMP TR-FRET; 0% at EC30 CNP, 100% saturating CNP. P20594. activation, % at 10 µM. AID 1920062;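 active = activation at 10 µM reaching about 35% in either raw or pattern-adjusted values, limit read from the data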
HTRA1 inhibitor – HTRA1 (human) protease inhibition. Q92743. hit rate 0.5% among 340,000. inhibition, % at 5.96 µM. recombinant HTRA1, FP-rhodamine activity-based probe, fluorescence polarization; in the data active = inhibition above about 36%;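 note: 0% = enzyme with DMSO and 100% = wells lacking enzyme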
UHRF1 MBD2 ctr – UHRF1 methyl-DNA binding inhibition; UHRF1 binding to methylated oligo, TR-FRET; Q96T88; inhibition, % at 4.4 µM; AID 687016; hit rate 0.75% among 370,000; in the data active = inhibition above about 21%;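 note: UHRF1 SRA domain binding a hemimethylated CpG hairpin DNA probe; 0% = median of test compound wells and 100% = reference inhibitor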
TCR-CD3 inh – inhibitors of human TCR-CD3 interaction; TAMRA-labeled TCR probe fluorescence, biochemical; inhibition, % at 9.4 µM; hit rate 0.37% among 360,000; AID 651800; in the data active = inhibition above about 19%;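 note: recombinant mutant TCR 2C K166C tagged with TAMRA read by polarization; 0% = receptor in buffer alone and 100% = receptor with positive control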
PRMT1 FP inh – inhibitors of human PRMT1; Q99873; recombinant PRMT1, activity-based probe fluorescence polarization; inhibition, % at 2.79 µM; hit rate 1.3% among 370,000;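 active = inhibition above about 21% made by adding two undisclosed values, limit read from the data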
Target sequence (Q99873 whole entry, looked up): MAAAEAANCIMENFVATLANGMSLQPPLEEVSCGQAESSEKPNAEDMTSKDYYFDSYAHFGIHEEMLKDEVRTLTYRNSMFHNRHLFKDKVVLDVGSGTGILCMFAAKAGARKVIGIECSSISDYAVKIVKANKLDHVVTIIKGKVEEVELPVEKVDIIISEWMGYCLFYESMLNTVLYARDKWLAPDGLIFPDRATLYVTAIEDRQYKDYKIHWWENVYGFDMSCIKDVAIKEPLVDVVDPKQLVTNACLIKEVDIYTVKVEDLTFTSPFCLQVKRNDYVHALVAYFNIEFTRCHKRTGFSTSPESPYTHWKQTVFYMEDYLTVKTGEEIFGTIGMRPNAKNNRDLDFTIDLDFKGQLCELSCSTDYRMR
SIAE inh – human SIAE inhibition, primary screen. inhibition, % at 9.66 µM. AID 1053197. hit rate 0.69% among 370,000. SIAE FP-Rh probe binding, fluorescence polarization;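 active = inhibition above a cutoff: mean of compounds within the control limits plus 3 SD of those, cut at about 17% in these data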;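 note: 0% = plate median of compound wells and 100% = probe without SIAE protein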
MBD2 inh – blocks human MBD2 binding to methylated DNA; AID 686964; TR-FRET, MBD2 binding to methylated oligonucleotide; inhibition, % at 4.4 µM; hit rate 0.31% among 370,000; in the data active = inhibition above about 13%
Target sequence (Q9UBB5 whole entry, looked up): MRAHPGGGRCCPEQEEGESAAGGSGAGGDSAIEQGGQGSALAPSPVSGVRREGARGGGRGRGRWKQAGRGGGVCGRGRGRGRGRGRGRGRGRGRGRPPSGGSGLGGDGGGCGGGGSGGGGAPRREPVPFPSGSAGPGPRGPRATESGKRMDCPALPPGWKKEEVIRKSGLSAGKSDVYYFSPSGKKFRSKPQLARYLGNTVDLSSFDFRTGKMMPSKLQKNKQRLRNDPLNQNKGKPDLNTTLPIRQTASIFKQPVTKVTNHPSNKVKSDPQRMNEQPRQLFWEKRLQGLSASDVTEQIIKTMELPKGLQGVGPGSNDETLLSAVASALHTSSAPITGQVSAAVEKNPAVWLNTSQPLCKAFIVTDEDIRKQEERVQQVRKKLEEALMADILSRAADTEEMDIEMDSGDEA
NPR1 activator – GC-A (human) enzyme activation; activation, % at 10 µM; HEK293 GC-A cells, cGMP TR-FRET, EC30 ANP; 0% at EC30 ANP, 100% saturating ANP; P16066; hit rate 0.14% among 370,000; in the data active = activation above about 40%
ABHD4 inh – ABHD4 (mouse) inhibition, primary FP screen. Q8VD66. purified mABHD4, FP-Rh probe fluorescence polarization. inhibition, % at 8.92 µM. hit rate 0.54% among 370,000. AID 720543;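 active = inhibition exceeding the mean over every tested compound plus 3 SD, cut at about 30% in these data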;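 note: 0% = plate median of compound wells and 100% = S159A mutant with DMSO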
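Assay system: mouse ABHD4 enzyme, wild type / Also added: fluorescent activity-based probe FP-Rh / Doses: single nominal dose of 8.92 µM, 0.89% DMSO final / Timing: 45 min compound pre-incubation plus 60 min probe step, 25 °C / Signal: FP readout, ex 525 nm / em 598 nm / Control set: S159A mutant/DMSO as 100%, compound-well median as 0%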
Active calls of the source: *; nt = not tested or not shown. An excerpt (hit frequency here may not be typical).

Start of the data: the first seven entries as a preview:
nr	compound	rCAG RNA binder	GC-B act	HTRA1 inhibitor	UHRF1 MBD2 ctr	TCR-CD3 inh
1	CN(C)/C=C/C1=CC(=O)CC(C)(C)C1	-3	-4	-2	2	7
2	COc1cc(/C=C/C(=O)O)ccc1O	1	-6	8	3	-7
3	CC(C)c1ccc(OCC(O)CNC(C)c2ccccc2)cc1 (stereo unspecified)	-3	3	-1	2	-3
4	O=C(NC(=O)N1CCN(c2ccccc2F)CC1)c1ccccc1	-2	5	-5	0	0
5	CCCOc1ccc(C(=O)Nc2ccc3c(c2)OCCO3)cc1	-4	-1	-11	-1	6
6	COc1ccc2c(c1)CCC1(C)CC(=O)C(Br)=C21 (stereo unspecified)	-1	-11	-2	2	-1
7	COc1ccc(C(=O)CCC(=O)N2CCN(c3ccccc3)CC2)cc1	6	-4	-5	-2	2

nr	PRMT1 FP inh	SIAE inh	MBD2 inh	NPR1 activator	ABHD4 inh
1	1	9	-1	0	2
2	4	-5	7	-2	-5
3	3	-1	-2	-2	9
4	0	-2	1	3	-3
5	0	0	2	1	3
6	0	-5	2	-4	-3
7	-4	1	-3	-1	1

The list itself, from the start:
nr	compound	rCAG RNA binder	GC-B act	HTRA1 inhibitor	UHRF1 MBD2 ctr	TCR-CD3 inh
1	CN(C)/C=C/C1=CC(=O)CC(C)(C)C1	-3	-4	-2	2	7
2	COc1cc(/C=C/C(=O)O)ccc1O	1	-6	8	3	-7
3	CC(C)c1ccc(OCC(O)CNC(C)c2ccccc2)cc1 (stereo unspecified)	-3	3	-1	2	-3
4	O=C(NC(=O)N1CCN(c2ccccc2F)CC1)c1ccccc1	-2	5	-5	0	0
5	CCCOc1ccc(C(=O)Nc2ccc3c(c2)OCCO3)cc1	-4	-1	-11	-1	6
6	COc1ccc2c(c1)CCC1(C)CC(=O)C(Br)=C21 (stereo unspecified)	-1	-11	-2	2	-1
7	COc1ccc(C(=O)CCC(=O)N2CCN(c3ccccc3)CC2)cc1	6	-4	-5	-2	2
8	CN(Cc1ccccc1)C(=O)CN(c1ccccc1Cl)S(C)(=O)=O	-3	-1	-8	1	1
9	c1ccc2c(c1)-c1nc3ccccc3cc1C2N1CCCCC1 (stereo unspecified)	7	-1	-26	-8	0
10	CC(=O)c1ccc(NC(=O)Nc2ccc([N+](=O)[O-])cc2)cc1	-1	3	-3	4	-2
11	Cc1ccccc1NC(=O)CCCNC(=O)c1ccc(Cl)cc1	0	2	4	1	-2
12	Cc1ccccc1P(=O)(c1ccccc1)c1ccccc1C	0	-14	13	-2	6

nr	PRMT1 FP inh	SIAE inh	MBD2 inh	NPR1 activator	ABHD4 inh
1	1	9	-1	0	2
2	4	-5	7	-2	-5
3	3	-1	-2	-2	9
4	0	-2	1	3	-3
5	0	0	2	1	3
6	0	-5	2	-4	-3
7	-4	1	-3	-1	1
8	0	-1	1	-1	4
9	-4	-3	-8	0	-19
10	0	-1	1	6	-1
11	6	3	3	3	7
12	-6	7	-4	-11	6

Next part.
nr	compound	rCAG RNA binder	GC-B act	HTRA1 inhibitor	UHRF1 MBD2 ctr	TCR-CD3 inh
13	O=C1CC(Nc2ccccc2)C(=O)N1Cc1ccccc1 (stereo unspecified)	-3	6	-2	-1	-4
14	Cc1cc(C(=O)Nc2ncn(Cc3ccc(F)cc3)n2)ccc1[N+](=O)[O-]	-1	2	9	5	-8
15	COc1ccc(NC(=O)CSc2ccc3nnc(CCNC(=O)c4ccccc4)n3n2)cc1	4	7	2	-1	-5
16	O=C(C[C@H]1C[C@H](C(=O)N2CCOCC2)[C@@]2(CCC3CCCC3)c3[nH]c4cc(-c5ccco5)ccc4c3CCN2C1=O)NCCc1ccccn1	7	-14	17	1	-3
17	COc1ccc(Cc2nnc(NS(=O)(=O)Cc3ccccc3)s2)cc1	28	-2	-6	0	5
18	C=CCNC(=S)N1CCc2c([nH]c3ccccc23)C1C (stereo unspecified)	1	-4	5	-2	0
19	O=C(NCc1ccccc1Cl)C1CCC(=O)N(CC2CCCCC2)C1 (stereo unspecified)	-8	3	2	0	-4
20	COc1ccc(OC)c(NC(=O)c2cc(-c3c(C)cc(C)cc3O)n[nH]2)c1	7	1	-1	-2	-1
21	O=c1n(Cc2ccccc2)nc2n1-c1ccccc1SC2	-4	3	1	5	-11
22	Cc1cc(N2CCOCC2)cc(C)[n+]1[O-]	-1	3	0	7	-10
23	CC1=NN(C(N)=S)C(=O)C1N=Nc1cccc([N+](=O)[O-])c1 (stereo unspecified)	-1	-4	-2	-7	6
24	COc1ccc(C2SCCN2C(=S)Nc2cccc(Cl)c2)cc1 (stereo unspecified)	9	-6	-16	3	-7

nr	PRMT1 FP inh	SIAE inh	MBD2 inh	NPR1 activator	ABHD4 inh
13	2	6	-8	4	-2
14	7	-3	6	-1	-8
15	3	4	2	1	10
16	7	0	-2	-8	-4
17	-1	3	0	0	6
18	-4	4	-6	-1	-4
19	-4	-2	-7	-2	-5
20	-3	-1	-3	-5	-2
21	-2	-1	-1	2	-7
22	1	-1	5	2	-9
23	-1	3	-3	6	7
24	80*	-19	-1	-24	-9

Following part
nr	compound	rCAG RNA binder	GC-B act	HTRA1 inhibitor	UHRF1 MBD2 ctr	TCR-CD3 inh
25	CCC(C)(NC(=O)c1ccc2c(c1)OCO2)C(=O)NC1CCCCC1 (stereo unspecified)	0	1	7	-1	4
26	O=C(CN1CCN(Cc2ccccc2)CC1)Nc1cccc(Br)c1	-6	6	0	2	-4
27	N#CNC1=NCN(CCc2ccccc2)CN1	-1	1	0	3	8
28	CCn1c(CCNC(=O)c2ccc(C)cc2)nnc1SCc1ccc(Cl)c(Cl)c1	-7	-5	-5	-1	-1
29	COc1cccc(C(=O)N2CCCN(C)CC2)c1OC	-2	3	-5	-3	2
30	CCC(C)(C)n1nnnc1C(c1ccc(N(C)C)cc1)N1CCN(C2CCCCC2)CC1 (stereo unspecified)	10	2	0	0	-2
31	O=S(=O)(/N=C(/Nc1nc2ccccc2s1)c1ccccc1)c1ccc(F)cc1	38*	-8	-8	-4	-4
32	CCNC(=O)CC1C(=O)N(c2ccc(OC)cc2)C(=O)N1Cc1ccc(OC)cc1 (stereo unspecified)	4	0	-2	-1	-2
33	Cc1nnc(OCc2nc3ccccc3n2C)c2ccccc12	-5	11	-6	3	-7
34	Cc1ccc(C2(C)NC(=O)N(CC(=O)N3c4ccccc4NC(=O)CC3C)C2=O)cc1 (stereo unspecified)	0	4	-1	-2	8
35	Cc1ccc(/C=C2/SC(=O)N(CC(=O)N3CCOCC3)C2=O)s1	-2	-6	5	1	-5
36	CCOC(=O)c1c(NC(=O)CSc2n[nH]c(-c3ccco3)n2)sc(C)c1C	24	-1	-24	0	3

nr	PRMT1 FP inh	SIAE inh	MBD2 inh	NPR1 activator	ABHD4 inh
25	-4	-4	-1	0	-2
26	2	6	3	27	6
27	-1	1	7	4	1
28	-2	14	-5	-10	2
29	0	12	-2	4	2
30	1	-3	0	0	-3
31	0	5	3	1	-26
32	0	-2	-4	1	0
33	-1	-5	6	2	7
34	-1	-9	-1	2	-7
35	4	-1	4	0	3
36	5	-7	-3	1	-26

More entries:
nr	compound	rCAG RNA binder	GC-B act	HTRA1 inhibitor	UHRF1 MBD2 ctr	TCR-CD3 inh
37	O=c1c2ccccc2nc2n1CCCS2	-1	-1	1	5	0
38	O=C(c1ccc(Cl)cc1)N1CCC(C(=O)N2CCN(c3ncccn3)CC2)CC1	0	0	4	-1	-2
39	CCC(=O)N1CCc2cc(Br)c(S(=O)(=O)N3CCC(C(=O)NCCCOC(C)C)CC3)cc21	2	-3	nt	-2	nt
40	CC(NC(=O)C1CCN(S(=O)(=O)c2ccc(Br)s2)CC1)c1ccccc1 (stereo unspecified)	-2	2	-7	-1	0
41	O=c1oc2ccccc2n1Cc1ccccc1F	0	7	0	13	-1
42	CCCN1CCN(CCCNC(=O)CCNC(=O)Cn2ccc3ccccc3c2=O)CC1	-1	2	10	0	6
43	COc1cccc(S(=O)(=O)NCc2ccc(C(=O)Nc3ccc(Cl)cc3)cc2)c1	8	11	-29	-1	5
44	CC(=O)Nc1cccc(NC(=O)CSc2ncc(-c3ccccc3)[nH]2)c1	2	-7	2	5	-6
45	CCCN1Cc2cccc(C(=O)N3CCN(c4ccccc4)CC3)c2C1=O	-6	3	-4	0	-4
46	COc1ccc(NC(=O)Cc2ccc(C)c(C)c2)cc1S(=O)(=O)N1CCCCC1	8	0	-14	-2	4
47	CCOC(=O)C1=C(C)NC(=O)NC1c1ccc(NC(C)=O)cc1 (stereo unspecified)	4	3	3	0	-1
48	CCOc1ccc2nc(SCc3ccccc3C#N)sc2c1	-2	2	-23	-2	-3
49	O=C(N/N=C/c1ccsc1)c1ccccn1	-2	0	3	8	-10
50	Cc1cc(SCC(=O)OCC(=O)N2CCCC2=O)c(C)cc1Br	-3	-4	-7	2	4

nr	PRMT1 FP inh	SIAE inh	MBD2 inh	NPR1 activator	ABHD4 inh
37	2	-2	-2	-3	8
38	2	8	-2	-3	7
39	-2	-9	2	-3	0
40	-1	-9	1	2	-6
41	0	-11	3	0	1
42	-2	2	-1	3	5
43	1	-24	-1	-3	-14
44	-2	-3	2	-9	-2
45	-3	9	2	-4	0
46	2	-4	-3	-3	-7
47	-1	-1	2	-1	-7
48	-2	-2	1	1	-11
49	-2	2	0	2	5
50	2	-2	-2	0	-2

Source: PubChem BioAssay (several laboratories)
